KDM5B inh = blocks human KDM5B histone demethylase activity; Q9UGL1; KDM5B demethylase, FDH-coupled NADH fluorescence (FDH is formaldehyde dehydrogenase); Potency, µM (series often up to 57.7 µM), for inactives: at the top dose activity change, negative = inhibition, most hits filed as inhibitors; 220,000 compounds, 2.6% hits; active means well fitted inhibition curve with a large enough effect; inconclusive means small, poorly fitted or top-dose-only effect; inactive means no such curve, though single readings can be large or run the other way; further: 0% is about no effect; nearly all actives have a fitted effect of over 70% in size
Target sequence (Q9UGL1 whole entry, looked up): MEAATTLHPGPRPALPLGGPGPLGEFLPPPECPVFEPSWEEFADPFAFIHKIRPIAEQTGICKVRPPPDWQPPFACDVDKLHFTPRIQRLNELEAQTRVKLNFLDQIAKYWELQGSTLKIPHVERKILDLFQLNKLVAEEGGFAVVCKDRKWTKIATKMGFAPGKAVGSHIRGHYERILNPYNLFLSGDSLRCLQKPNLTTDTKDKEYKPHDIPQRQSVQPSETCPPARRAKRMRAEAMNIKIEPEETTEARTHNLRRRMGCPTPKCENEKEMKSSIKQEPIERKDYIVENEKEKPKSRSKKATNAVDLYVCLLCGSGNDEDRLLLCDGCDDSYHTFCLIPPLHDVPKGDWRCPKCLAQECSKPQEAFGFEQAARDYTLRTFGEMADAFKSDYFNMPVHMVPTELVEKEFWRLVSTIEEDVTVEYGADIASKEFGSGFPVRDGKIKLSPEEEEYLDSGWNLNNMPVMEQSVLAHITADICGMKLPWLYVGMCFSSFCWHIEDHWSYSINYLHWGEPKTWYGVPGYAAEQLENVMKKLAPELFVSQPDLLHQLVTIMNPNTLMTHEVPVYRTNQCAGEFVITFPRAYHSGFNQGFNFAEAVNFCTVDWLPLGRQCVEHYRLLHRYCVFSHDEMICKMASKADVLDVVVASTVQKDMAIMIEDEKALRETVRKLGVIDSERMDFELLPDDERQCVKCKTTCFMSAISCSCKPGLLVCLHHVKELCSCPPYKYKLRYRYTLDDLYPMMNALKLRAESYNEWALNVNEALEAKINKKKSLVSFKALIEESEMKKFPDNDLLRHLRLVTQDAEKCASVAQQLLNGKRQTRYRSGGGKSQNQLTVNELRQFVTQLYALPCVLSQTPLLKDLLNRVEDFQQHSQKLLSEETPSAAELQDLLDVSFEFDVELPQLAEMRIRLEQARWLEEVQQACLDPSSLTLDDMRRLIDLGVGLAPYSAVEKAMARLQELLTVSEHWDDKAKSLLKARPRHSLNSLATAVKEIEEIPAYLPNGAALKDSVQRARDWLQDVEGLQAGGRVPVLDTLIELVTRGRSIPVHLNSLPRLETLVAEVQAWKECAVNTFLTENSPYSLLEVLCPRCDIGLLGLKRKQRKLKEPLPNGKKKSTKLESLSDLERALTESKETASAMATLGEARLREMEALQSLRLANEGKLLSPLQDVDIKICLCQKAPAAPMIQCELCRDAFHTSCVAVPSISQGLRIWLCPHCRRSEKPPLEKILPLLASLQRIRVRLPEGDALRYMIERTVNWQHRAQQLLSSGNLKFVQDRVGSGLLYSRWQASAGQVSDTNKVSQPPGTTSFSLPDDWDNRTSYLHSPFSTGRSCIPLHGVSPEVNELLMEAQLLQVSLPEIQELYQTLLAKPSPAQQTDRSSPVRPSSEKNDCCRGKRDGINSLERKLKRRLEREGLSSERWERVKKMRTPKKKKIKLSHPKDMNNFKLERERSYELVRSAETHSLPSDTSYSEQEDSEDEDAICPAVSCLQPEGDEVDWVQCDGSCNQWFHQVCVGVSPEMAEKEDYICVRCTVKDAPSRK
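Measured: NADH fluorescence change, 30 min, RT. System: KDM5BΔAP 200 nM final, H3K4me3 peptide, α-KG, Fe(II), ascorbate, NAD⁺ plus FDH, pH 7.5 HEPES. Compounds: titrated, 10 min pre-incubation with enzyme.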
Starred values were filed as active, the others as inactive; u = inconclusive; [ ] = remark or other dose. Potency means the concentration at half of the fitted maximal effect. A portion of the library. The share of hits here may be higher or lower than overall.

SMILES,KDM5B inh
COc1ccc(C2=NN3C(C2)c2ccccc2OC32CCN(C(C)=O)CC2)c(OC)c1 (stereo not drawn),-1.5%
CC(C)CC(=O)Nc1nnc(S(=O)(=O)N2CCCCCC2)s1,-0.8%
CC(=O)N/C(=C\c1ccccc1)C(=O)OCc1ccccc1,8.8%
CCn1c(C2CCN(C(=O)[C@@H](N)Cc3cnc[nH]3)CC2)nn(C)c1=O,-24.7%
CCC(C)c1ccccc1NC(=O)COc1ncnc2ccc(Br)cc12 (stereo not drawn),9.6%
COc1ccc(-c2nc3c4ccccc4n(CC(=O)Nc4ccc(C(C)C)cc4)c(=O)n3n2)cc1,u
CC(C)Cn1c(SCC(=O)c2ccc(C#N)cc2)nnc1-c1ccccc1,u
COc1ccc(NC(=O)N2CCCn3nc(C)cc32)cc1OC,-26.2%
c1cnc(-c2noc(-c3nc(-c4ccc5c(c4)OCO5)no3)n2)cn1,12.9%
CCN1C(=O)CCc2cc(NC(=O)Cc3ccc(F)cc3)ccc21,-29.5%
O=C(O)c1cccc(-c2ccc(CNC3CCCCC3)o2)c1,u
Cc1ccc(O)c(CN2CCC(C3(c4ccccn4)NC(=O)NC3=O)CC2)c1 (stereo not drawn),16.6%

(further entries)
SMILES,KDM5B inh
Cc1ocnc1C(=O)N1CC[C@@H]2[C@@H](CCC(=O)N2CCc2cnc[nH]2)C1,39.2%[activator]
Cc1cc(C(=O)NC(C)CCc2ccccc2)c2cccc(C)c2n1 (stereo not drawn),u
CCCCCc1ccc(-c2ccc(C3CCC(CCC)CC3)c(F)c2)nc1 (stereo not drawn),1.7%
COc1ccccc1OC(C)C(=O)Nc1ccc(OC)c2ncccc12 (stereo not drawn),23.9%
CNC(=O)NC(=O)CN(C)Cc1ccsc1,8.7%
CCCCN(C)C(=O)CCC(=O)Nc1ccc2nc(N3CCN(C)CC3)cc(C)c2c1,u
CC(C)=CC[N+](C)(C)CC#Cc1ccccc1,-2.0%
CCN(CC)C(=O)Cn1c(=O)n(CCCC(=O)NCc2ccc3c(c2)OCO3)c(=O)c2sccc21,-12.4%
CCOC(=O)c1cnc(SCC(=O)Nc2ccc(C)c(C)c2)nc1N,0.5%
Cc1ccc(C#N)c(N2CCC(c3nnc(Cn4cncn4)n3C)CC2)n1,28.2µM*
COC(=O)CNC(=O)CN1C(=O)NC2(CCCc3ccccc32)C1=O (stereo not drawn),43.0%[activator]
Cc1ccc2oc(-c3ccc(C)c(NC(=O)COc4ccccc4)c3)nc2c1,-9.6%

Later entries:
SMILES,KDM5B inh
CC(C)N(C(=O)Cn1cc(SCC(=O)Nc2ccccc2F)c2ccccc21)C(C)C,-8.3%
Cc1ccc(NC(=O)c2nnn(-c3ccc4c(c3)OCCO4)c2N)cc1,-11.9%
COCCNC(=O)C[C@@H]1c2nc(-c3ccccc3)sc2C[C@@H]2[C@](C)(CO)[C@H](O)CC[C@]21C,28.2µM*
CCCCOc1ccc(C(=O)Nc2ccc(-c3cc4ccccc4oc3=O)cc2)cc1,-16.7%
COc1cccc(N2CCN(C(=O)c3cc4c(=O)oc5ccc(C)cc5c4s3)CC2)c1,-9.6%
N#Cc1c(N)nc2c(c1-c1ccc(Cl)cc1Cl)CCCC2,-17.6%
COc1ccccc1-c1cn(C)c(=O)n2cc(CN3CCNC(=O)C3)nc12,u
CCOC(=O)c1cn(C2CN(C(=O)c3ccccc3Br)C2)nn1,-12.7%
Cc1noc2c(NC(C)C)cc(-c3cccc(C(F)(F)F)c3)nc12,u
O=C(NC1CC1)c1ccccc1OCC1CCCN(Cc2ccncc2F)C1 (stereo not drawn),-12.4%
O=C(Nc1ccccc1)Nc1nnc(-c2ccccc2)o1,-11.7%
CC(C)CCNc1nc(-c2ccc([N+](=O)[O-])cc2)c(C(=O)Nc2ccccc2)s1,-1.9%

Reprinted at random: six entries already listed, in no set order.
SMILES,KDM5B inh
Cc1noc2c(NC(C)C)cc(-c3cccc(C(F)(F)F)c3)nc12,u
O=C(Nc1ccccc1)Nc1nnc(-c2ccccc2)o1,-11.7%
CCOC(=O)c1cn(C2CN(C(=O)c3ccccc3Br)C2)nn1,-12.7%
CC(C)N(C(=O)Cn1cc(SCC(=O)Nc2ccccc2F)c2ccccc21)C(C)C,-8.3%
CC(C)CCNc1nc(-c2ccc([N+](=O)[O-])cc2)c(C(=O)Nc2ccccc2)s1,-1.9%
N#Cc1c(N)nc2c(c1-c1ccc(Cl)cc1Cl)CCCC2,-17.6%

Other records
SMILES,KDM5B inh
N#CCCCN1CCCC1Cc1ccccc1 (stereo not drawn),-4.1%
CC(C)=C(/C(=C/CS(=O)(=O)c1ccc(C)cc1)S(=O)(=O)c1ccccc1)S(=O)(=O)c1ccccc1,-29.9%
CC(C)CCN1CCC2(CC1)C(=NC1CCCCC1)NC(=O)N2c1cc(F)cc(F)c1,15.0%[115 µM]
O=C1CCN(C(=O)Cc2c[nH]c3ccccc23)CCCC(C(=O)NCc2ccccc2)CCN1 (stereo not drawn),-28.5%
CCc1ccc(CSc2nc(-c3ccc(OC)cc3)nc3c2Cc2c(CO)cnc(C)c2O3)cc1,-8.1%
Cn1nccc1C(=O)N1CCCCCC1c1nc(C2CC2)no1 (stereo not drawn),17.2%
Cc1cccc(NC(=O)N2CCCC2c2cccs2)c1C (stereo not drawn),-7.9%
COc1cc(Cn2c(=O)sc3ccccc32)ccc1OCCC(C)C,9.5%
CCn1c(-c2ccccc2)nn(CC(=O)NCCc2noc(C3CC3)n2)c1=O,31.0%[activator]
N#Cc1ccccc1COC(=O)c1cccc(OC(F)F)c1,-15.1%
CNC(=S)N1N=C2c3ccccc3CCC2C1c1ccccc1Cl (stereo not drawn),-3.5%
CNC(=O)[C@@H]1CN(C(=O)Cc2cccnc2)C[C@H]1COC,-8.7%

Continuation:
SMILES,KDM5B inh
CCn1ccn2c(-c3ccccc3)nc(C)c2c1=O,-4.9%
CN(CC(=O)Nc1ccc(Cl)cc1)C(=O)c1ccc2c(c1)nnn2C,-17.0%
Cc1ccc(N2CC(NC(=O)/C=C\c3ccc4c(c3)OCO4)CC2=O)cc1C (stereo not drawn),u
COC1CCN(C(=O)C2(C)CN(Cc3ccccc3)Cc3ccc(Nc4ccccc4)nc32)CC1 (stereo not drawn),31.6µM*
Cc1ccc(CN2C(=O)[C@@H]3C[C@@H](O)CN3C3(CN(C(C)C)C3)C2=O)o1,1.5%[86.2 µM]
CN(c1cccc(Cl)c1)S(=O)(=O)c1cccc(C(=O)NN2CCOCC2)c1,8.4%
O=C(NCc1ccncc1)C(=O)NCC1OCCCN1S(=O)(=O)c1ccc(F)cc1 (stereo not drawn),25.6%
Cc1nc(CCC(=O)NCc2cc3n(n2)CCCN(C(=O)N(C)C)C3)n[nH]1,-23.6%
CCC1CCc2sc(C(=O)NC(C)C)cc2C1 (stereo not drawn),26.9%
COc1ccc(NC(=O)c2nc(C(O)c3cccc(O)c3)oc2C)cn1 (stereo not drawn),2.0%[86.2 µM]
CCc1ccc(N(Cc2cccs2)C(=O)c2cccc(C)c2)cc1,6.1%
COc1ccc2c(c1)c(C(C(=O)O)N1CCN(Cc3cccnc3)CC1)cn2CCC(=O)O (stereo not drawn),2.3%

Next records follow.
SMILES,KDM5B inh
O=C(CN1C(=O)NC2(CCCCC2)C1=O)Nc1ccc(F)cc1,5.6%
CCC(C(=O)NCCc1ccc(Cl)cc1)n1nc(C)c2c(C)n(-c3ccccc3)nc2c1=O (stereo not drawn),u
Cc1ccc(CNC(=O)Cn2c(N3CCC(C)CC3)nc(C)cc2=O)cc1,-2.9%
CCc1ccc(-c2nc(SC(C(=O)N(C)C)c3ccccc3)n[nH]2)cc1 (stereo not drawn),6.3%
CCCNC(=O)N1CCC(c2nc(CCOc3cccc(C)c3)no2)C1 (stereo not drawn),-13.5%
Cc1nn2c(ncc3c(=O)[nH]ccc32)c1-c1ccccc1,22.3%
CN1CCN(c2nc3c(c(=O)[nH]2)CCN(Cc2ccccc2F)CC3)CC1,12.7%
COc1ccc(NC(=O)c2c(-c3ccc(OC)cc3)oc3ccc(OC)cc23)cc1,-23.4%
Cc1ccc(C(CNC(=O)c2cc(=O)c3ccc(C)c(C)c3o2)N(C)C)o1 (stereo not drawn),15.7%
CC(CN1CCCCC1)C(=O)O (stereo not drawn),5.7%
CCc1ccc(-n2nc(CO)c(C(=O)NCc3ccccc3OC)n2)cc1,-0.1%
CC1(NC(=O)Nc2ccccc2)CCS(=O)(=O)C1 (stereo not drawn),27.3%

(cont.)
SMILES,KDM5B inh
COC(=O)C1CCN(C(=O)CSc2nnc(-c3ccccc3Cl)n2C2CCCC2)CC1,18.9%
CC(O)[C@H](NC(=O)C1CCN(C(=O)[C@H](Cc2ccccc2)NC(=O)OC(C)(C)C)CC1)C(=O)O (stereo partly drawn),19.0%
O=C(COc1ccccc1)N1CCOC[C@H](Oc2ccccc2)C1,-4.5%[86.2 µM]
O=c1[nH]c(C2CCN(Cc3ccc(-c4cccnc4)cc3)CC2)nc2ccc(F)cc12,-25.0%
CS(=O)(=O)N1C[C@H]2CCN(Cc3ccccc3C#N)C[C@H]21,-8.8%
O=C(CCc1c[nH]c2ccccc12)N1CCCC2(CCOC2)C1 (stereo not drawn),13.4%
COc1ccc(F)cc1C(=O)/C=C/c1ccc(C#N)cc1,-11.7%
COc1ccc2c(c1)c(N1CCCC1=O)c(C(=O)Nc1ccc(Cl)cc1C)n2C,u
CCOc1ccc(-c2ccc(NS(=O)(=O)c3ccc(C)cc3)cc2)nn1,-17.4%
CCOC(=O)c1oc2ccc(S(=O)(=O)n3nc(-c4ccc(C)cc4)cc3N)cc2c1C,-25.2%
COc1ccc(CCNCc2ccc(OCc3ccccc3)cc2)cc1,-22.2%
Cc1cccc(C(=O)OC(C)C(=O)N2CCc3ccccc3C2)c1C (stereo not drawn),-2.4%

Other entries:
SMILES,KDM5B inh
Cn1ncc(C(=O)NCc2cccnc2)c1-n1cccc1,-15.8%
O=C1CCCC2=C1C(c1ccncc1)n1nc(-c3cccc(Cl)c3)nc1N2 (stereo not drawn),-11.8%
COc1ccc(C(=O)N[C@H]2C[C@@H](c3nc(-c4ccc(OC)cc4)no3)N(C)C2)cc1,-9.8%[86.2 µM]
CCc1ccc(CNC(=O)CCC2CCCN(S(=O)(=O)c3ccccc3C)C2)cc1 (stereo not drawn),u
CC(=O)Nc1ccc(CN(C)Cc2ccc(-c3ccccc3)cc2)cc1,-24.6%[86.2 µM]
O=C(NC1CCCCCCC1)c1nn(Cc2ccccc2)c(=O)c2ccccc12,19.9%
COc1ccc2nc(NS(=O)(=O)c3ccc(Cl)cc3)c(NCc3ccc4c(c3)OCO4)nc2c1,u
COc1ccc(-c2nnc(CCC(=O)N3CCCCC3)c(=O)[nH]2)cc1,u
CC(=O)NC(CC(=O)N1CCN(CC(=O)Nc2cccc(C)c2C)CC1)c1ccccc1 (stereo not drawn),9.7%
COC(=O)c1[nH]nc(-c2ccccc2)c1-c1ccccc1,6.2%
CCCCn1nc(C(=O)Nc2sc3c(c2C#N)CCCC3)c2ccccc2c1=O,-3.2%
CC(C)CNc1nc(Oc2ccc(OCC(N)=O)nn2)nc(N2CCOCC2)n1,4.7%

The list goes on:
SMILES,KDM5B inh
Cc1ccc(C(=O)Nc2ccccc2C(=O)Cc2ccccc2)cc1,2.2%
CN(Cc1ccc(-c2ccccc2)cc1)C(=O)C(C)(C)C,-7.4%[86.2 µM]
Cc1noc(C)c1S(=O)(=O)N1C[C@@H](Oc2cccnc2)C[C@H]1C(=O)NC1CC1,1.2%
Cc1ccc(-c2nnn(CCCn3c(=O)c4c(ncn4C)n(C)c3=O)n2)cc1,16.1%
Cc1ccc(-n2c3nc(=O)n(C)c(=O)c-3cc3ccccc32)c(C)c1,u
Cc1cc(SCC(=O)c2ccc(F)cc2)nc2ccccc12,21.3%
Cc1cc(SCc2ccccc2F)nc2ccccc12,17.7%
N#Cc1ccc(COC(=O)c2ccccc2NCCO)cc1,u
CCOc1ccc2nc(NC(=O)c3nc(SCc4ccc(C)cc4)ncc3Cl)sc2c1,15.0%
CCS(=O)(=O)N1CCc2cc(C(=O)Nc3cccc(C)c3C)ccc21,u
O=C1C(=O)N(CCCN2CCOCC2)C(c2ccc([N+](=O)[O-])cc2)/C1=C(/O)c1ccc2c(c1)OCO2 (stereo not drawn),u
COc1ccc(NC(=O)N2CCN3C(=O)CNC(=O)C3C2)c(C)c1 (stereo not drawn),-0.5%

The listing continues.
SMILES,KDM5B inh
CC(N)COc1ccccc1C(F)(F)F (stereo not drawn),-14.2%
CCNC(=O)N1CCC2(CC1)CC(N(C)Cc1ccccc1)CCO2 (stereo not drawn),-6.1%
CCOC(=O)N1CCC(=NNc2nc(C)cc(=O)[nH]2)CC1,-16.9%
Fc1ccc(N2CCN(c3ncnc4c3nc3n4CCCC3)CC2)cc1,-14.4%
CCOc1ccc(N(Cc2cc3cc(OC)ccc3[nH]c2=O)S(C)(=O)=O)cc1,u
CCc1nncn1C1CCN(S(=O)(=O)c2cccs2)C1 (stereo not drawn),-12.8%
O=C(CSc1cn(CC(=O)N2CCCC2)c2ccccc12)Nc1cccc(C(F)(F)F)c1,7.9%
COC(=O)c1ccc(NC(=O)c2cc(S(=O)(=O)N3CCOCC3)cn2C)cc1,-3.8%

High-throughput results (PubChem BioAssay)
